# Assay outcomes (PubChem)
# UGM FP inh – blocks M. tuberculosis UGM enzyme; P9WIQ1; purified UGM, fluorescence polarization probe displacement; inhibition, % at 10 µM; 320,000 tested, 0.06% active; AID 504406; in the data active = inhibition above about 10%, passing the limit was not always enough; inconclusive = no clear call, values can overlap the other calls
# Target sequence (P9WIQ1 whole entry, looked up): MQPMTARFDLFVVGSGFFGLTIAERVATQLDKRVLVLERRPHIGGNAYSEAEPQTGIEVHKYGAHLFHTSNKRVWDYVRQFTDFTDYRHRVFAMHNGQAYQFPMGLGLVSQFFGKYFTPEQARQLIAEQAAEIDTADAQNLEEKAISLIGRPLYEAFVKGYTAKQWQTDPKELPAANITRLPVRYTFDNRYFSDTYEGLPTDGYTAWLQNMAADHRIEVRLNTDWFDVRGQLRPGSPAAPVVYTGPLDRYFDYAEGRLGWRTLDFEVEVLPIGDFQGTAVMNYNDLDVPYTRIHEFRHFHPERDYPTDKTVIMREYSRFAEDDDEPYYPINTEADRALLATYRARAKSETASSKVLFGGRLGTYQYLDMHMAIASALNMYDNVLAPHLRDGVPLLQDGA
# BoNT A protease – blocks Botulinum neurotoxin A light chain protease; multiplex microsphere protease substrate cleavage, flow cytometry; inhibition, % at 10 µM; 360,000 tested, 0.17% active; in the data active = inhibition above about 30%; inconclusive = no clear call, values can overlap the other calls; also: plate controls were buffer without enzyme for full effect and enzyme alone for no effect
# GDH-TPI inh – GDH-TPI coupled enzyme inhibition counter-screen; GDH-TPI coupled enzyme counterscreen, NADH absorbance; inhibition, % at 4.8 µM; 360,000 tested, 1.2% active;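 also: 0% = DMSO wells and 100% = wells lacking the enzyme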
# FadD28 binding – inhibitors of Mycobacterium tuberculosis FadD28 bisubstrate binding. FadD28 bisubstrate probe binding, fluorescence polarization. inhibition, % at 12.5 µM. 360,000 tested, 0.22% active. AID 588549; in the data active = inhibition above about 8.5%, passing the limit was not always enough; inconclusive = no clear call, values can overlap the other calls
# BoNT-F LC inh – inhibitors of Botulinum neurotoxin F light chain protease; 360,000 tested, 0.22% active; Multiplex microsphere protease cleavage assay, flow cytometry; inhibition, % at 10 µM; AID 588497; in the data active = inhibition above about 35%, passing the limit was not always enough; inconclusive = no clear call, values can overlap the other calls; also: plate controls were buffer without enzyme for full effect and enzyme alone for no effect
# Mtb FBA inh – inhibits M. tuberculosis FBA enzyme. P9WQA3. purified M. tuberculosis FBA, fluorescence read-out. inhibition, % at 1 µM. 360,000 tested, 2.3% active; in the data active = inhibition above about 27%;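 also: 0% = vehicle and 100% = reference inhibitor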
# Target sequence (P9WQA3 whole entry, looked up): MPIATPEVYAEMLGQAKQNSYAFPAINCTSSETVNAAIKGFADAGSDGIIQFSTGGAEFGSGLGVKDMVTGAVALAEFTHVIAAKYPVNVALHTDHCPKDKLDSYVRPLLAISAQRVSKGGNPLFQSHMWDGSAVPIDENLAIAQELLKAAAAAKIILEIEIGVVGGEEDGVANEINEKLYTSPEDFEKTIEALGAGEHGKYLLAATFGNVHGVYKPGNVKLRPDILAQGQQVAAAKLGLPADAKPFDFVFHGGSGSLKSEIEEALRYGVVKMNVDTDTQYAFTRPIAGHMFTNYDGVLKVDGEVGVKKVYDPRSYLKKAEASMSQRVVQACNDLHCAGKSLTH
# PrPC TRFRET – reduces human prion protein on the cell surface | P04156 | cell surface PrPC, TR-FRET read-out | inhibition, % at 13.8 µM | 370,000 tested, 0.43% active | AID 720596; in the data active = inhibition above about 24%; also: 0% = median of the test wells and 100% = reference compound wells
# BioA inh – BioA (M. tuberculosis) enzyme inhibition | purified M. tuberculosis BioA enzyme, plate reader | AID 602481 | 360,000 tested, 0.096% active | inhibition, % at 9.99 µM; in the data active = inhibition above about 40%; inconclusive = no clear call, values can overlap the other calls
# CCHFV vOTU inh – blocks the CCHF virus ovarian tumor domain protease; CCHFV vOTU protease, Pep-AMC fluorescence; inhibition, % at 11.5 µM; 370,000 tested, 0.55% active; also: 0% = vehicle wells with enzyme and 100% = no enzyme wells
# An asterisk follows results filed as active; ? = inconclusive; . = no result given. Rule as the data show it, unless noted: active = inhibition above about 30%; inactive = the rest.
SMILES,UGM FP inh,BoNT A protease,GDH-TPI inh,FadD28 binding,BoNT-F LC inh,Mtb FBA inh,PrPC TRFRET,BioA inh,CCHFV vOTU inh
N#CCCSC(=S)C1CCCC1=N (configuration not stated),.,-1.1,9,0.2,-7,0,-3,-0.1,12
Brc1ccc2ncc3ccccc3c2c1,.,0.2,5,-2.6,-6,2,9,.,-16
COc1ccc(CCNC(=O)CCn2c(SCC#N)nc3ccccc3c2=O)cc1OC,1.2,?,-2,2.1,-12,4,-6,1.6,1
NC(=O)CSc1nnc(-c2cnccn2)n1Cc1ccco1,-0.7,-0.1,-3,-1.0,-4,1,3,-2.4,-10
O=C(CSc1nc(Nc2ccccc2)nc(N2CCOCC2)n1)Nc1ccc([N+](=O)[O-])cc1,-0.3,-2.2,7,0.0,-12,0,-1,1.9,-9
COc1ccc(Cl)cc1N(C(C)C(=O)O)S(C)(=O)=O (configuration not stated),0.1,0.2,-1,-3.2,4,-2,1,.,5
CCOc1cc2[nH]c(=O)n(CCc3ccc(OC)c(OC)c3)c(=O)c2cc1OCC,2.4,-1.4,13,-0.7,-5,-4,-3,0.4,14
ClCC1CN(Cc2ccccc2Cl)CCO1 (configuration not stated),0.8,0.0,-1,-1.4,-2,2,6,.,-2
NC(=O)C12C(=O)NC(=O)C1(C(=O)O)C21CCCC1 (configuration not stated),.,0.1,-3,-3.6,-4,-2,-7,0.1,0
COC(=O)c1ccc(C(=O)OC)c(NC(=O)CN(c2ccccc2)S(=O)(=O)N(C)C)c1,-1.3,0.1,4,-1.7,-4,3,-6,.,2
COc1ccc(Nc2ncnc3scc(-c4ccc(OC)cc4)c23)cc1,0.9,1.2,6,-1.8,-10,1,13,.,-15
O=C(NCCSc1ccccc1)c1cccnc1,-1.6,-0.3,6,0.3,0,4,1,2.7,-7
O=C(c1cccc(Cl)c1)c1nn(-c2ccccc2)c(=O)cc1C(F)(F)F,-1.9,0.9,8,-1.6,-11,3,-7,0.1,-1
CCN(CC(=O)Nc1cccc(OC)c1)C(=O)c1cccc(S(=O)(=O)N2CCc3ccccc32)c1,-1.9,-1.4,3,-2.4,-14,-1,11,-0.2,2
COc1ccc(-n2cnnc2SCC(=O)N(C)C2CCS(=O)(=O)C2)cc1 (configuration not stated),1.1,-0.5,-4,-0.5,-3,2,-3,-2.3,-5
CC1=C(CC(=O)O)c2cc(F)ccc2/C1=C\c1ccc(S(C)=O)cc1 (configuration not stated),3.0,0.4,22,-0.6,3,0,-17,-2.0,7
COc1cccc2sc(=NC(=O)CCS(=O)(=O)c3ccc(C)cc3)n(C)c12,-2.3,3.8,9,-1.6,-3,2,0,0.5,-7
O=C(Nc1ccc(OC(F)(F)F)cc1)c1cccc(-n2cnnn2)c1,.,0.4,4,-1.8,4,-1,-3,-2.8,9
CN(c1ccccc1C(=O)NCC1CCCO1)S(C)(=O)=O (configuration not stated),0.8,-0.6,-1,-1.9,0,0,1,2.4,-11
CCOC(=O)c1c(CSC(=N)N)n(C)c2cc(Br)c(OC(C)=O)cc12,0.0,-1.4,2,-4.7,-20,0,9,.,12
CCOc1ccc(S(=O)(=O)NCc2ccccc2OC)cc1,-1.6,-0.4,5,-2.2,0,3,9,0.4,-8
COc1ccc(/C(C)=N\Nc2nc(-c3ccc(Cl)cc3)cc(C(F)(F)F)n2)cc1OC,0.0,0.3,18,-0.9,-8,4,-4,.,8
CCOc1ccc(C(F)(F)F)cc1NC(=O)c1ccc(OC)c([N+](=O)[O-])c1,0.8,-0.4,3,-3.3,-8,-1,-2,-1.2,3
CN(Cc1nc2ccccc2c(=O)[nH]1)C(=O)c1cc(-c2ccc(Br)cc2)nc2ccccc12,.,0.4,7,-3.2,-6,0,-9,-0.7,3
CCCCN(C=O)c1c(CC)nc2ccc(C(=O)N(CC)CCN(C)C)cn12,.,-0.5,11,1.1,-7,3,3,0.2,3
CCOc1ccc(CN2CCNC(=O)C2CC(=O)NCCCn2ccnc2)cc1 (configuration not stated),1.4,-0.2,4,1.0,-4,0,-6,.,-11
O=C(CSc1ncnc2c(-c3ccc(Cl)cc3)nsc12)c1ccccc1,0.4,2.5,2,-1.1,-3,2,-6,-1.4,1
N#CC(C#N)=C1C(=O)N(CCN2CCCCC2)c2ccccc21,4.3,.,20,-1.2,.,5,-6,-1.7,8
COCC1CCCN(Cc2cn(-c3ccccc3F)nc2-c2cc(C)sc2C)C1 (configuration not stated),0.2,-0.4,0,-4.2,-1,3,12,2.7,6
COc1ccc(CCNC(=O)CCn2c(SCC(=O)N3CCCC3)nc3ccccc3c2=O)cc1OC,0.5,-0.1,12,-3.6,-7,-1,-1,-1.2,-5

# Compound profiles (already shown):
# Shown for CN(c1ccccc1C(=O)NCC1CCCO1)S(C)(=O)=O (configuration not stated) = UGM FP inh = 0.8; BoNT A protease = -0.6; GDH-TPI inh = -1; FadD28 binding = -1.9; BoNT-F LC inh = 0; Mtb FBA inh = 0; PrPC TRFRET = 1; BioA inh = 2.4; CCHFV vOTU inh = -11
# Shown for CCOc1ccc(C(F)(F)F)cc1NC(=O)c1ccc(OC)c([N+](=O)[O-])c1 = UGM FP inh = 0.8; BoNT A protease = -0.4; GDH-TPI inh = 3; FadD28 binding = -3.3; BoNT-F LC inh = -8; Mtb FBA inh = -1; PrPC TRFRET = -2; BioA inh = -1.2; CCHFV vOTU inh = 3
# Shown for CCCCN(C=O)c1c(CC)nc2ccc(C(=O)N(CC)CCN(C)C)cn12 = UGM FP inh = .; BoNT A protease = -0.5; GDH-TPI inh = 11; FadD28 binding = 1.1; BoNT-F LC inh = -7; Mtb FBA inh = 3; PrPC TRFRET = 3; BioA inh = 0.2; CCHFV vOTU inh = 3

# Next section
SMILES,UGM FP inh,BoNT A protease,GDH-TPI inh,FadD28 binding,BoNT-F LC inh,Mtb FBA inh,PrPC TRFRET,BioA inh,CCHFV vOTU inh
N#CCC(=O)Nc1ccc(C(=O)OCC(=O)Nc2cccc3ccccc23)cc1,.,-0.1,9,-0.2,-5,2,-3,-0.2,-8
COc1ccc(OC)c(-c2nn(-c3ccccc3)cc2C(=O)NCC2CCCO2)c1 (configuration not stated),-1.4,-2.7,-2,-4.6,-10,-3,-6,2.1,-3
CCC(C)N=C1Sc2nc3ccc(C)cc3cc2CN1CCOC (configuration not stated),1.7,2.2,1,0.0,-3,0,-4,.,-4
COc1cccc(NC(=O)CN(C)C(=O)c2oc3c(ccc4ccccc43)c2C)c1,.,5.7,-14,-5.1,-3,1,2,-2.2,5
COc1ccc(N=C2C(=O)Nc3ccc(C)c(Br)c32)cc1,-0.1,-3.1,-10,-4.3,-9,-8,-10,0.0,-4
CCS(=O)(=O)N1CCC(c2nc(-c3ccc(C)cc3)no2)CC1,2.0,0.1,10,-4.2,1,-1,4,0.3,-6
O=C(Nc1cccc2ccccc12)NC(Cc1ccccc1)C(=O)O (configuration not stated),1.2,-0.8,-3,.,3,12,11,-1.4,-1
COc1cccc(CNC(=O)C(Cc2ccccc2)n2cccc2)c1 (configuration not stated),0.5,0.3,-1,-4.5,10,0,11,.,6
Cc1nc(N)c(C#N)c(-c2ccc3c(c2)OCO3)c1C,3.3,.,10,-0.1,.,5,-2,0.0,4
COC(=O)C1=C(C)N(Cc2cccnc2)C(=O)C1,2.6,2.0,5,-0.7,6,10,2,-1.1,-5
Cc1cc(C(=O)OCC(=O)Nc2cc(S(=O)(=O)N3CCOCC3)ccc2Cl)c(C)o1,-1.5,-0.5,2,0.0,-15,1,-4,-1.1,7
COc1cc(OC)cc(C(=O)NNC(=S)NC2CC2)c1,1.9,-1.4,-3,-3.1,-3,-1,-1,.,-9
Cc1ccc(C(C)C)c(OCCN)c1,-3.7,0.4,6,0.3,-10,2,8,-0.9,7
CCOC(=O)c1ccc(NC(=O)CCNS(=O)(=O)c2ccc3c(c2)oc(=O)n3C)cc1,1.3,-0.2,15,-1.0,0,-1,-3,0.3,3
Cc1ccc(NC(=O)CN(C)C(=O)c2ccccc2Sc2ccccc2C#N)cc1,0.2,-1.0,1,-4.3,1,-1,5,3.4,16
N#CC(NC(=O)OCc1ccccc1)c1ccccc1 (configuration not stated),-1.5,0.0,4,-0.4,-1,2,5,0.9,0
O=C(Cn1cc(/C=N/NC(=O)c2cccc(C(F)(F)F)c2)c2ccccc21)Nc1ccc(F)cc1,-1.0,0.4,9,-0.8,0,2,-6,-1.5,-15
CCN(CC)CCNc1nc2cc(OC)c(OC)cc2c2nc(-c3ccccc3)nn12,-0.1,-0.4,13,-5.3,-5,20,-13,.,-22
CN1CCN(c2ccc(CNS(=O)(=O)c3ccc(F)cc3Cl)cc2)CC1,-3.3,0.3,-5,-1.5,6,2,1,-1.9,0
COc1ccc(-c2nc(CSCC(=O)N3CCc4ccccc43)c(C)o2)cc1OC,2.9,0.6,-1,-2.9,3,1,0,.,9
NC1=NC[C@H](Cc2ccc(O)cc2)N1CC1CCCCC1,2.3,-0.1,-7,-2.2,-3,1,7,1.9,1
Brc1ccc2c(c1)C(c1ccc(N3CCOCC3)cc1)=NNC(c1cccs1)=N2,2.8,2.9,1,-2.8,-1,-3,-7,-3.7,2
CC1(C(=O)NCc2ccccc2)CCC(=O)N1CCCn1ccnc1 (configuration not stated),.,0.5,.,0.7,0,-1,-6,1.1,-13
Cc1ccc(OS(=O)(=O)c2c(C)nn(C)c2Cl)c(C)c1,0.5,-3.7,1,-2.9,2,-2,-4,0.3,5
Cc1ccc(NS(=O)(=O)c2cccc3cccnc23)cc1Cl,1.5,0.3,10,-1.7,-16,3,1,-0.3,-1
COc1ccc(CNC(=O)C(C)N=C2NS(=O)(=O)c3ccccc32)cc1OC (configuration not stated),0.0,-3.6,3,1.6,-19,2,2,-1.9,5
Cc1ccc(C)c(NC(=O)COC(=O)CCCN=C2NS(=O)(=O)c3ccccc32)c1,-0.9,-0.1,6,-2.2,1,3,-6,.,-9
CC(=O)c1ccc(N2CCN(C(=O)c3cc(-c4ccncc4)nc4ccc(Br)cc34)CC2)cc1,-2.2,0.0,9,-2.1,-1,3,-1,0.5,0
Oc1ccc(/C=N/N2CCN(Cc3ccccc3)CC2)cc1,2.9,2.1,9,0.2,24,-1,-6,-1.0,0
Cc1c(C)n(C(=O)CN2CCN(c3ccccn3)CC2)c2ccccc12,-1.4,1.1,0,-1.8,-26,-9,-6,1.7,6
CCOC(=O)[C@]12CCC=C1N(Cc1ccco1)C(=O)[C@H](CC(=O)NCc1ccc(C)o1)C2,.,0.3,.,.,-1,.,4,.,-4
Cc1ccc(-c2ccc(/C=N/O)o2)cc1[N+](=O)[O-],-0.8,-1.0,22,0.5,0,4,-15,.,-6
Cc1cccc(C)c1OCCCCN1CCCCC1,0.1,-0.1,6,-2.1,20,2,-4,-2.0,2
CCOC(=O)N1CCN(C(=O)CN(c2ccccc2)S(C)(=O)=O)CC1,-1.3,-0.4,1,-1.2,0,3,9,.,7
O=C(NCCCn1ccnc1)/C(=C/c1ccc(F)cc1)NC(=O)c1ccccc1,-0.7,-0.5,-4,0.1,-14,-2,-14,-0.9,7
Cc1cc(NN)nc2ccc(Cl)cc12,-2.9,-0.3,3,-2.2,0,9,9,.,-2
CC(C)c1onc(C(=O)Nc2sc3c(c2C#N)CCC3)c1[N+](=O)[O-],6.7,-0.5,13,2.3,-4,-4,2,.,6
C=C(C)CCC(C)N1CCC(n2nccc2NC(=O)CCOc2ccccc2)CC1 (configuration not stated),2.3,0.8,4,-1.3,2,2,-10,-1.5,-2
Cc1ccc(-n2c(SCC(=O)N3CCOCC3)nnc2-c2ccncc2)cc1C,0.6,0.8,9,-1.0,7,6,-5,1.3,-16
OCCC#Cc1ccc(CN2CCN(C3CCCCC3)C(CCO)C2)cc1 (configuration not stated),-0.3,-0.3,7,2.7,-2,-1,3,.,12
CCCCN(C(=O)c1cc(CC)c(C)s1)c1c(N)n(CCC)c(=O)[nH]c1=O,1.1,3.0,0,-3.7,-8,-1,1,.,-7
COCCCNC(=O)CSc1ccsc1[N+](=O)[O-],-1.7,0.7,11,-0.8,0,4,-31,.,0
